Compound activity from PubChem BioAssay.
TLR4-MyD88 BLA: inhibitors of TLR4-MyD88 association in cells, primary screen, cell-based, HeLa CL3-4, BLA complementation, FRET ratio. Toll-like receptor 4 (Homo sapiens) + Myeloid differentiation primary response protein …. hit rate 0.18% among 200,000. AID 861, 2007. inhibition, % at 8.4 µM. HeLa CL3-4 TLR4/MyD88 BLA complementation; in the data active means inhibition above about 25%;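 further: 0% = vehicle and 100% = reference inhibitor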
L major viab: Leishmania major promastigote growth inhibition, primary screen. AID 1063, 2008. inhibition, % at 10 µM. hit rate 9% among 200,000. Leishmania major promastigotes, resazurin fluorescence viability;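 further: promastigotes grown with compound for 44 hours at 28 °C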
RAM network inh: inhibitors of the yeast RAM network, primary screen, dse1pr::URA3 reporter, 5-FOA selection. S. cerevisiae dse1pr::URA3 reporter, 5-FOA growth OD615, 2 d; analog-sensitive cbk1-as2 kinase mutant strain. inhibition, % at 50 µM. hit rate 1.8% among 190,000. AID 868, 2007;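 active means inhibition above a set limit, 3 SD over mean compound inhibition, cut at about 8.4% in these data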;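 further: 0% = DMSO-only wells with no growth and 100% = 10 µM 1-NA-PP1 full growth; inhibition rescues growth on 5-FOA so higher OD means more RAM inhibition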
PMI act satM6P: human PMI activators, high substrate, primary screen, biochemical, fluorescence intensity, near-saturating mannose 6-phosphate. coupled PMI enzyme assay, resazurin fluorescence, 20 min; stronger effect = higher value; 1 = untreated enzyme, 0 = substrate-free blank. activation factor at 20 µM. hit rate 0.34% among 190,000;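 active means activation factor of 2 or more at 20 µM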
Target sequence (P34949 whole entry, looked up): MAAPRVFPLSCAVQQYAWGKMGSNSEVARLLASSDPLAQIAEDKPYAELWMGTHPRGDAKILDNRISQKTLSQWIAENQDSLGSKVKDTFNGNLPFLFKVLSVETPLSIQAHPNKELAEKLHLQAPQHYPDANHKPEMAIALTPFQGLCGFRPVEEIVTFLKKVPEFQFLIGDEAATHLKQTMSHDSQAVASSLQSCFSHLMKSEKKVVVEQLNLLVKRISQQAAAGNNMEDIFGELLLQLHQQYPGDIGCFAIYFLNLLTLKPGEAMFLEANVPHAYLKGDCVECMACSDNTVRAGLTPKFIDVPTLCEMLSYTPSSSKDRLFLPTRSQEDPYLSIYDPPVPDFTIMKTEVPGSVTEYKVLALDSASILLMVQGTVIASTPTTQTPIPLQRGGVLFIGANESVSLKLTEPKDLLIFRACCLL
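Material: human phosphomannose isomerase with PGI, G6PDH, diaphorase coupling enzymes / Reagent: Man-6-P substrate 1.0 mM / Dosing: single compound dose of 20 µM, 1% DMSO final / Incubation: enzyme reaction with compound 20 min at room temperature / Signal: resorufin fluorescence (Ex 544/Em 590 nm) from resazurin via diaphorase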
G6PDH counter: L. mesenteroides G6PDH inhibitors, counter-screen for G6PDH-coupled screening assays, biochemical, Leuconostoc mesenteroides enzyme; hit rate 0.12% among 200,000; inhibition, % at 5 µM; glucose-6-phosphate dehydrogenase [Leuconostoc mesenteroides]; Purified L. mesenteroides G6PDH, diaphorase/resazurin coupled fluorescence, 45 min
S1P3 antag: S1P3 receptor antagonists, primary screen, cell-based; Sphingosine 1-phosphate receptor 3 (Homo sapiens), Q99500; CHO S1P3 NFAT-BLA reporter, FRET fluorescence, antagonist mode; inhibition, % at 4.98 µM; hit rate 0.27% among 170,000; AID 485, 2006;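 active means inhibition above the plate cutoff, the mean inhibition of test wells on that plate plus 3 SD, cut at about 28% in these data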;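 further: cells challenged with S1P at its EC80 of 0.8 µM; blue over green emission ratio from cleaved BLA substrate after 4 h stimulation; 0% = S1P-stimulated wells and 100% = unstimulated DMSO-only wells; some compounds past the cut are filed as inactive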
Target sequence (Q99500 whole entry, looked up): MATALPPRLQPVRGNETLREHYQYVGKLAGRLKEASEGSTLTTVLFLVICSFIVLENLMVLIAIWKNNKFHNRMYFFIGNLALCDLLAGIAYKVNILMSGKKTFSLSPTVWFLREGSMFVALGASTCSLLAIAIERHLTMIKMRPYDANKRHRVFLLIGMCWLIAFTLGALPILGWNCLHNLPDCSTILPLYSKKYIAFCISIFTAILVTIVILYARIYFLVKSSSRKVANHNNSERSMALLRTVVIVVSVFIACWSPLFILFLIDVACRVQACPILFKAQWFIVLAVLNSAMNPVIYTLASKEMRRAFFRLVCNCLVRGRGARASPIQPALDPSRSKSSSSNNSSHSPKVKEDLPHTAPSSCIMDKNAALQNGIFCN
Hsp70 activator: Hsp70 transcriptional activators, primary screen, cell-based, HeLa, Hsp70 promoter luciferase, luminescence, 10 µM; activation, % at 10 µM; HeLa Hsp70 promoter luciferase reporter; scaled: vehicle 0, proteasome-inhibitor control 100%; AID 1203, 2008; hit rate 0.04% among 200,000;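 active means activation above the mean across all tested compounds plus 3 SD, cutoff set per campaign, cut at about 5.5% in these data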;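 further: 100% = MG132 at 30 µM as the positive control and 0% = DMSO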
PMI activator: activators of human PMI, primary screen, biochemical, fluorescence intensity, near-Km mannose 6-phosphate; activation factor at 20 µM; hit rate 0.005% among 190,000; purified human PMI, coupled resazurin fluorescence, 20 min; stronger effect = higher value; 1 = vehicle control, 0 substrate-free wells; Mannose-6-phosphate isomerase (Homo sapiens), P34949;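 active means activation factor of 2 or more at 20 µM, relative to plate controls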
DTT redox prof: compounds producing H2O2 with reducing agent – biochemical, NIH compound library profiling, artefact control for MLSCN library redox annotation, primary screen; DTT-dependent redox cycling H2O2, phenol red/HRP absorbance; 100% = 100 µM peroxide control, 0% = buffer; activation, % at 10 µM; hit rate 0.03% among 200,000; AID 878, 2007;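 active means activation of at least 50% relative to the plate's high and low controls in the primary single-dose screen; inactive means activation below 50%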;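 further: compound incubated with DTT at 0.8 mM final as the reducing agent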
Diaphorase act: compounds boosting diaphorase resazurin reduction – biochemical, uHTS, resorufin fluorescence, counter-screen for diaphorase-coupled primary assays, primary screen; Diaphorase/resazurin coupled assay, 16 min; stronger effect = higher value; 1 = vehicle wells, 0 = NADH-free wells; activation factor at 20 µM; hit rate 0.005% among 190,000;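 active means diaphorase activity raised at least twofold by the compound at 20 µM; inactive means activation factor below 2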
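Test system: Clostridium kluyveri diaphorase, purified enzyme; input: enzyme 0.07 U/mL final; buffer or medium: 50 mM HEPES pH 7.4 with 4.542 mM MgCl2, 0.005% Tween 20; also added: 0.114 mM NADH and 0.1 mM resazurin, final amounts; schedule: 16 min enzyme reaction, ambient temperature; technique: fluorescence of resorufin, 544 nm excitation, 590 nm emission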
Diaph inh CS: diaphorase inhibitors and chemical oxidizers, primary screen, counter-screen for diaphorase-coupled primary assays, biochemical, uHTS, resorufin fluorescence; diaphorase resazurin-to-resorufin fluorescence, NADH, 16 min; bacterial (C. kluyveri) enzyme, not human; inhibition, % at 20 µM; hit rate 0.69% among 190,000;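 active means primary screen inhibition at 20 µM above a set limit, cut at about 50% in these data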;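 further: plate controls were DMSO with full reaction for no effect and wells lacking NADH for full effect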
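Test system: bacterial diaphorase enzyme (C. kluyveri); Quantity: 0.14 U/mL diaphorase, enzyme working solution; Times: reaction incubation of 16 min at room temperature; Measured by: fluorescence of resorufin formed from resazurin, Ex 544/Em 590 nm; Benchmarks: positive control minus NADH, DMSO neutral control.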
* hit, by the source's call; nt = not tested or not shown. Unless noted, no stated cut-off is given here; in the data, active means inhibition above about 50%; inactive means the rest.

Every second line gives: TLR4-MyD88 BLA	L major viab	RAM network inh	PMI act satM6P	G6PDH counter	S1P3 antag	Hsp70 activator	PMI activator	DTT redox prof	Diaphorase act	Diaph inh CS
1	CS(=O)(=O)N(Cc1ccccc1F)c1ccccc1
    10	-6	2.8	1.1	5	nt	-0.1	1.1	0.8	1.1	-10
2	CCN(CC)c1ccc(C=Nc2ccc(C#N)cc2)c(O)c1
    -9	-10	0.5	0.6	26	13	-0.1	0.9	-0.4	0.7	26
3	Cc1ccccc1C(=O)NNC(=O)C(=O)N1CCCCC1
    -4	26	1.3	1	-9	-11	0.2	0.9	0.7	1	4
4	CCOC(=O)Cc1csc(NC(=S)NC(=O)c2ccc(C)cc2)n1
    6	6	9.7*	0.9	-13	-5	-0.6	0.8	0.5	0.7	28
5	COc1ccc(Cc2nnc(Nc3ccc4c(c3)OCCO4)[nH]c2=O)cc1
    4	-9	2.8	1	-3	6	0.0	1	-1.9	1	-3
6	O=C1OCC2=C1C(c1ccc3c(c1)OCO3)Sc1ccccc1N2 (stereo not drawn)
    4	22	2.7	1	-1	15	-0.3	0.9	0.3	0.9	6
7	Cc1nc(N2CCN(c3ccccn3)CC2)c2c(C)c(C(=O)Nc3ccccc3F)sc2n1
    5	32	2.0	1	-8	-14	-0.2	1.1	-0.5	0.9	8
8	Cc1nc(NC(=S)Nc2ccccc2)sc1C
    -23	24	0.6	0.8	4	1	-0.1	0.8	-0.9	1	0
9	O=C(CCCn1cnc([N+](=O)[O-])n1)Nc1ccc(Cl)cc1Cl
    -5	34	-0.6	1	22	9	-0.4	0.9	-0.6	1	4
10	CC(=O)C1=C(C)NC(SCC(=O)c2ccc(C)cc2)=C(C#N)C1c1ccco1 (stereo not drawn)
    -8	18	7.2	1.4	-28	28	-0.2	1	2.4	0.6	40
11	N#CC(c1ccc(Cl)cc1)c1ccc2c(C(F)(F)F)cc(C(F)(F)F)nc2n1 (stereo not drawn)
    -1	100*	1.5	0.9	-2	nt	-0.3	0.8	0.2	0.9	15
12	CCOC(=O)c1cc2c(C)nn(-c3ccccc3)c2s1
    3	2	4.4	1.1	-2	nt	-0.2	1	0.8	1	4
13	O=C(c1ccc(CNS(=O)(=O)c2cccc(Cl)c2)cc1)N1CCCC1
    4	-1	1.5	1.1	8	8	-0.4	1	-0.4	1	5
14	COc1ccc(O)c(C=Nc2cc(NC(C)=O)c(Cl)cc2Cl)c1
    9	64*	-0.3	0.8	-2	3	-0.3	0.9	-0.6	0.8	16
15	Cc1ccc(S(=O)(=O)N2CCN=C2SCc2cccnc2)cc1
    1	7	2.6	0.9	3	-11	-0.2	1	-0.2	0.8	17
16	CCN(C(=O)CSc1nc2nc(C)cc(C)n2n1)c1ccccc1
    -3	-2	2.3	1	17	-4	-0.4	1	-0.1	1	1
17	O=C1CCCc2ccccc2N1Cc1ccc(Cl)cc1
    4	-4	-0.1	1	1	nt	0.0	0.9	0.6	0.9	13
18	COc1c(Cl)cc(C(=O)Nc2ccccc2C(=O)O)cc1Cl
    1	-3	2.6	1	5	nt	-0.2	1	0.2	1.1	-7
19	CCC(=O)Nc1ccc(NC(=S)NC(=O)Cc2ccccc2)cc1
    -10	-6	0.4	0.9	8	4	-0.2	0.9	0.0	0.8	24
20	O=C(CSCc1ccccc1)Nc1cc([N+](=O)[O-])ccc1F
    0	5	1.0	1	3	-21	-0.1	0.6	-1.1	0.8	23
21	Cc1csc(SCCn2c(N3CCOCC3)nc3c2c(=O)[nH]c(=O)n3C)n1
    -6	13	0.1	0.9	9	nt	0.1	0.9	0.3	0.8	16
22	COc1ccc(NC(=S)c2ccncc2)cc1
    -10	17	0.9	0.9	4	3	-0.4	0.9	-0.6	0.9	13
23	COc1cccc(C2=NOC(C(=O)N3CCc4ccccc4C3)C2)c1 (stereo not drawn)
    -1	1	1.4	0.9	11	-32	0.4	1.1	-0.8	0.9	7
24	COc1ccccc1C1C(C#N)=C(N)Oc2c1oc(CO)cc2=O (stereo not drawn)
    1	3	1.4	0.7	0	10	-0.2	0.9	0.0	0.9	12
25	CCN(CC(=O)NCc1ccc(F)cc1)C(=O)/C=C/c1cccs1
    7	-1	-0.7	1	4	-16	0.3	1	-0.7	1	5
26	CCOC(=O)C1(Cc2cccc(OC)c2)CCN(Cc2ccc3c(c2)OCCO3)CC1
    9	95*	-0.7	1	1	-3	-0.3	1	-1.1	0.9	9
27	Cc1ccc(NC(=S)Nc2ccc(S(=O)(=O)N3CCOCC3)cc2)cc1S(=O)(=O)N1CCOCC1
    -18	-2	2.7	1	3	-7	-0.3	1	-1.4	0.9	10
28	COC(=O)C1=C(C)N(CCCC(=O)O)C(=O)NC1c1ccc(-c2ccccc2)cc1 (stereo not drawn)
    -4	-4	6.7	1	16	-22	0.2	1	0.4	0.8	17
29	NC(=O)COC(=O)c1ccccc1SCC(=O)NC1CCCCCC1
    -16	-3	0.0	0.9	15	-10	0.3	1	-0.6	1	0
30	COc1cc2[nH]c(=O)n(CCC(=O)NCCC(C)C)c(=O)c2cc1OC
    0	-2	0.9	0.9	4	nt	-0.2	0.9	0.0	0.8	16
31	CC(CCc1ccccc1)NCC(O)c1cccc([N+](=O)[O-])c1 (stereo not drawn)
    2	60*	2.0	0.9	14	20	-0.4	0.9	-0.7	0.9	6
32	Cc1nc(CNS(=O)(=O)c2cccnc2)cs1
    -5	-1	1.0	0.9	13	-10	-0.3	0.9	-0.6	0.9	12
33	COc1cccc(C=Nc2cccnc2)c1O
    -7	-10	2.4	0.7	-1	-4	-0.2	0.9	1.5	0.8	19
34	CCOC(=O)N/N=C/c1cc(C)n(-c2ccccc2)c1C
    12	16	-1.0	1.1	2	-9	-0.1	0.9	-0.1	1	0
35	O=C(Nc1ccccc1C(=O)N1CCCC1)c1ccc(Cl)c([N+](=O)[O-])c1
    4	-5	3.8	1	4	-12	-0.3	1.1	-0.8	1.2	-17
36	Cc1cc2c(=O)[nH]cnc2s1
    -1	1	-0.9	1	-2	nt	-0.3	1	1.4	1	2
37	CCOC(=O)c1c(NC(=O)CSc2c[nH]c3ccccc23)sc2c1CCCC2
    -1	23	5.8	1	19	-19	0.1	1	1.1	0.9	6
38	Cc1nonc1CN(C)C(=O)c1ccc(OC2CCN(C(=O)c3cccnc3)CC2)cc1
    3	2	3.7	0.9	10	-60	0.1	0.9	0.4	0.7	30
39	CCOC(=O)Nc1c(C(=O)OC)[nH]c2cc(OC)ccc12
    7	2	nt	0.9	8	-33	-0.1	1	-0.1	0.8	19
40	O=C(NCCN1CCOCC1)C(=O)NCc1ccc2c(c1)OCO2
    10	0	1.1	0.9	6	-13	-0.2	1	-0.6	1.2	-18
41	COCCN(CC(=O)NCC1CCCO1)C(=O)CCC(=O)Nc1ccccn1 (stereo not drawn)
    -2	-6	0.8	1	6	-14	0.1	0.8	-0.4	0.9	10
42	CCOc1ccc(NC(=O)CSc2nnc(Cn3cnc4ccccc43)n2C)cc1
    7	-3	1.8	1.1	9	nt	-0.1	1.1	0.6	1.2	-16
43	O=C1COc2ccc(C(=O)COC(=O)c3cnc(Cl)c(Cl)c3)cc2N1
    28*	-16	6.3	1.1	-8	-12	0.1	1.1	-2.0	1.1	-14
44	Cc1cc(/C=C(\C#N)C(=O)NCc2cccs2)c(C)[nH]1
    1	-3	6.6	1	0	5	-0.1	1	-0.6	1	-3
45	CCCc1cc(=O)[nH]c(/N=C(/NC(=O)c2ccccc2)Nc2ccc3c(c2)OCCO3)n1
    -5	0	nt	nt	nt	-20	-0.5	nt	-0.9	nt	nt
46	COCCNc1cc(C)nc2c(-c3ccccc3OC)c(C)nn12
    -5	-3	-0.5	1	0	-30	-0.3	1	-0.4	1	1
47	O=C(Nc1nc(-c2ccccc2)cs1)c1cccc(S(=O)(=O)N2CCN(Cc3ccccc3)CC2)c1
    16	31	-0.7	1	-3	nt	-0.4	1	0.1	0.9	8
48	CCCCc1ccc(NC(=O)CSCc2cc(=O)[nH][nH]2)cc1
    -10	-8	1.1	1.1	1	nt	-0.6	1	0.0	1	5
49	CC(=O)N1N=C(c2ccc(C)cc2)OC1c1ccc(C)cc1 (stereo not drawn)
    0	-7	2.9	0.9	6	nt	0.4	0.9	0.1	0.8	20
50	C=CCn1c(C(C)C)nc2ccccc21
    -12	1	-0.2	1.1	5	-13	-0.4	1.2	-0.3	1.1	-6
51	Cc1onc(-c2c(Cl)cccc2Cl)c1C(=O)NC(=S)Nc1sc2c(c1C(N)=O)CCC(C)C2 (stereo not drawn)
    -11	-4	4.0	0.9	25	-8	-0.2	0.9	1.0	1	1
52	FC(F)Oc1ccccc1NC(=S)Nc1cccnc1
    1	2	0.9	0.9	9	1	0.0	0.8	-0.2	1.1	-6
53	Cn1c(=O)n(CC(=O)NC2CCCCC2)c(=O)c2ccccc21
    -9	-4	2.0	1	6	-10	-0.3	1	0.6	1	3
54	COC(=O)c1ccc(NC(=O)c2cccc(C)c2[N+](=O)[O-])cc1
    -20	14	3.3	0.8	5	8	-0.1	0.9	1.8	0.9	10
55	CC(C)c1ccc(C(=O)NCc2ccc(Cl)cc2)cc1
    3	-7	2.8	1	13	3	0.5	1	6.3	0.9	7
56	Cc1ccc2c(c1)NC(=O)C(CC(=O)NCCCN1CCCCC1C)O2 (stereo not drawn)
    -1	-6	1.2	1.1	11	-19	-0.2	1.1	-0.5	1	5
